Pol kappa inh = DNA polymerase kappa (human) inhibition | Q9UBT6 | purified Pol kappa, fluorescent DNA synthesis assay, 10 min | Potency, µM (series often up to 107 µM), for inactives: at the top dose activity, negative = inhibition, most hits filed as inhibitors | hit rate 0.53% among 400,000
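50 nM final substrate added after 15 min RT preincubation of 10 nM Pol kappa with compound; fluorescence read at 0 and 10 min.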
APE1 inh = APE1 (human) endonuclease inhibition. P27695. recombinant APE1, TAMRA/BHQ-2 abasic DNA cleavage fluorescence. Potency, µM (doses to about 65.8 µM), inactives show at the highest dose activity change, negative = inhibition, hits mostly inhibitors. hit rate 0.35% among 350,000. AID 2517;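 also: plate controls were vehicle for no effect and reference inhibitor for full effect; nearly all actives have a fitted effect of over 55% in size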
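APE1 at 0.75 nM preincubated 15 min at room temperature with compound. Reaction then started with 50 nM double-stranded THF-abasic substrate labelled with TAMRA/BHQ-2, and 525/598 nm fluorescence read kinetically. Activity taken as third-minus-first read difference, normalized to DMSO and NSC13755 controls.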
BLM inh = blocks DNA unwinding by human BLM helicase; recombinant BLM DNA unwinding, fluorescence dequenching; Potency, µM (doses to about 56.1 µM), without a hit: top-dose activity change, negative = inhibition, actives largely listed as inhibitors; hit rate 0.2% among 350,000; AID 2528;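 also: plate controls were vehicle for no effect and no enzyme for full effect; nearly all actives have a fitted effect of over 35% in size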
Target sequence (P54132 whole entry, looked up): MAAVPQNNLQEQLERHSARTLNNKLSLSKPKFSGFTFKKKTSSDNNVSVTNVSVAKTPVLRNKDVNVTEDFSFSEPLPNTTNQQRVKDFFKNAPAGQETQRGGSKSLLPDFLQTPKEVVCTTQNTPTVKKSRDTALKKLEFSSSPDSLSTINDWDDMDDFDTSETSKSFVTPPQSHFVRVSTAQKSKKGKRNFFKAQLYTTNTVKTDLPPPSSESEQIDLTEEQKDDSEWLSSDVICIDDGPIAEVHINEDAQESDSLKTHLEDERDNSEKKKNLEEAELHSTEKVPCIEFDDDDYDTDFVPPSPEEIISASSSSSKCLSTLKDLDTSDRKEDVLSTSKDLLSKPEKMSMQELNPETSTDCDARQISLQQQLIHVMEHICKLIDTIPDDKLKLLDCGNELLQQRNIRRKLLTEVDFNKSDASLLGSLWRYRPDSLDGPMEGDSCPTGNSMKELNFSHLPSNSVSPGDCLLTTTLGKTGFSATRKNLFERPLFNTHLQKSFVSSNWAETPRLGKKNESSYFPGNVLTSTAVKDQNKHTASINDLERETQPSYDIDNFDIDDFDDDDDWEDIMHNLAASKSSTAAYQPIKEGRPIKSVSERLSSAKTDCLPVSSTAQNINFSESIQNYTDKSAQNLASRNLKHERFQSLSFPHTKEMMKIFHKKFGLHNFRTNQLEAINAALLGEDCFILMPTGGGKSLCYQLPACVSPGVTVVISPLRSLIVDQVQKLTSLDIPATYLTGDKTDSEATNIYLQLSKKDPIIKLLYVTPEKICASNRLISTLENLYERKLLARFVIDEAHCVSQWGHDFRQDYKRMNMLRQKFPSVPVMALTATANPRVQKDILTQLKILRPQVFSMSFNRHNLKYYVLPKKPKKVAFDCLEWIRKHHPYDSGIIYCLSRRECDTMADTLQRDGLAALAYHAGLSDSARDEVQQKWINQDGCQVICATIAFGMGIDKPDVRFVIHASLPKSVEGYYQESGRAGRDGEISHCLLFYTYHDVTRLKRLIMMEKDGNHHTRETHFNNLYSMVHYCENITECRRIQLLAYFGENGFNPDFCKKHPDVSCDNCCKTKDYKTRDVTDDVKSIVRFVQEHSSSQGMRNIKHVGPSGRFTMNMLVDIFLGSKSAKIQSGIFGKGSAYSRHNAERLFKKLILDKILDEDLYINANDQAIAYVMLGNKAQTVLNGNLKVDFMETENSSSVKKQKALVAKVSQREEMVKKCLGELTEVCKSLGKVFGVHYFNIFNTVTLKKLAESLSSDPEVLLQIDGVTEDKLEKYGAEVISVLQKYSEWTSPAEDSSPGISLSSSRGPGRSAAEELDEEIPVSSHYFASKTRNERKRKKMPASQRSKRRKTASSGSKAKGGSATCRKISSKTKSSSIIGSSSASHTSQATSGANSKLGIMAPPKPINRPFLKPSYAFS
Anesthetic bind = binds horse apoferritin like a general anesthetic. AID 485281. P02791. Potency, µM (titrated, usually from 77.5 µM), for inactives: at the highest dose activity change, negative = displacement, most hits filed as inhibitors. hit rate 0.074% among 350,000. apoferritin/1-aminoanthracene competitive binding, fluorescence; also: nearly all actives have a fitted effect of over 20% in size
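Read-out: endpoint 1-AMA fluorescence, excitation 380 nm and emission 535 nm, after compounds sit 10 min at room temperature with 10 uM horse-spleen apoferritin in 50% saturated 1-AMA/PBS. Values come from four-parameter Hill fits.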
The depositor's hits bear a star; ? = inconclusive; nt = no result given; & = joins results of further samples; [ ] = remark or other dose. Calls follow the shape of the dose curve; as a rule, active = well fitted curve in the direction sought with a large enough effect; inconclusive = small, poorly fitted or top-dose-only effect, or another doubt; inactive = no such curve, though single readings can be large; an effect the other way counts as inactive or inconclusive. Unless noted, % is scaled to controls: 0 for no effect and ±100 for the full control effect; potency is read from the fitted curve at half-maximal effect. A portion of the library, so the mix of outcomes need not match the whole.

SMILES	Pol kappa inh	APE1 inh	BLM inh	Anesthetic bind
C=C1C(=O)OC2C[C@@]3(C)CCCC(=C)[C@@H]3CC12 (stereo not given in full)	-5%[19.4 µM]	-6%	-2%	nt
O=c1cc(-c2ccccc2)oc2cc(O[C@@H]3O[C@H](CO)[C@@H](O)[C@H](O)[C@H]3O)c(O)c(O)c12	10µM*	?	2%	nt
C[C@@H]1C(=O)O[C@H]2[C@@H](O)[C@@]34[C@H]5CC(C(C)(C)C)[C@]36[C@@H](OC(=O)[C@@H]6O)O[C@@]4(C(=O)O5)[C@@]12O (stereo not given in full)	-6%[19.4 µM]	-3%	-2%	nt
C=C1CC[C@H](O)C/C1=C/C=C1\CCC[C@]2(C)[C@@H]([C@H](C)CC[C@@H](O)C(C)(C)O)CC[C@@H]12	1%[19.4 µM]	-5%	-7%&-8%	nt
CCC(C)C(=O)O[C@H]1C[C@@H](C)C=C2C=C[C@H](C)[C@H](CC[C@@H]3C[C@@H](O)CC(=O)O3)C21 (stereo not given in full)	-8%[19.4 µM]	-3%	-6%	nt
Cc1cccc(-c2cc(=O)c3cc(Br)ccc3o2)c1	-12%[19.4 µM]	-3%	1%	nt
CC1=CCC2CC1C2(C)C (stereo not given)	4%[60.1 µM]	0%	2%	nt
COc1ccc(-c2coc3ccc(OC4OC(COC(C)=O)C(OC(C)=O)C(OC(C)=O)C4OC(C)=O)cc3c2=O)cc1 (stereo not given)	-9%[19.4 µM]	-6%	-11%	nt
COc1ccc(-c2coc3ccc(OC4OC(COC(C)=O)C(OC(C)=O)C(OC(C)=O)C4OC(C)=O)c(OC(C)=O)c3c2=O)cc1 (stereo not given)	-9%[19.4 µM]	-2%	-4%	nt
C1OCOCO1	-6%[60.1 µM]	-2%	5%	nt
O=c1[nH]c(=O)n(C2CC(O)C(CO)O2)cc1F (stereo not given)	-9%[60.1 µM]	13%	5%	nt
COc1ccc(C(=O)C2C3C4COC(O4)C(=O)C3C3C=Cc4ccccc4N32)c(OC)c1 (stereo not given)	?	3%	-15%	nt
CC(C)(S)[C@H](N)C(=O)O	-8%[60.1 µM]	-11%	7%	nt
O=c1c(-c2ccc(O[C@@H]3O[C@H](CO)[C@@H](O)[C@H](O)[C@H]3O)cc2)coc2cc(O)cc(O)c12	-11%[19.4 µM]	?	4%	nt
COc1cc2c(Cc3c4c5c(cc(OC)c(OC)c5c5c(OC)c(OC)ccc35)CCN4C)c3c4c(cc(OC)c(OC)c4c2cc1OC)CCN3C	?	-10%	-17%	nt
COc1ccc(-c2oc3cc(OC)c(OC(C)=O)c(OC)c3c(=O)c2OC)cc1OC(C)=O	-4%[19.4 µM]	-5%	-4%	nt
COc1cc2c(C=O)c3c4c(cc(OC)c(OC)c4c2cc1OC)CCN3C	?	?	-17%	nt
Oc1cccc(O)c1O	3µM*	1.3µM*	-10%	nt
O=c1c(O)c(-c2ccc(O)c(O)c2)oc2c(OC[C@@H]3O[C@@H](O)[C@@H](O)[C@H](O)[C@H]3O)c(O)cc(O)c12	0.32µM*	2.5µM*	1%	nt
O=c1cc(-c2ccc(O)c(O)c2)oc2cccc(O)c12	6.3µM*	?	-29%	nt
O=c1cc(-c2ccc(O)cc2)oc2cccc(O)c12	-9%[19.4 µM]	-9%	-1%	nt
N[C@H](CO)Cc1cnc[nH]1	-9%[19.4 µM]	?	-1%	nt
COC1/C=C/OC2(C)Oc3c(C)c(O)c4c(O)c(c(/C=N/N5CCN(C)CC5)c(O)c4c3C2=O)NC(=O)/C(C)=C/C=C/C(C)C(O)C(C)C(O)C(C)C(OC(C)=O)C1C (stereo not given)	-12%[19.4 µM]	5%	-3%	nt
O=C(/C=C/c1ccc(O)c(O)c1)O[C@@H]1C[C@@](O)(C(=O)O)C[C@H](O)[C@@H]1O	-13%[19.4 µM]	?	-2%	nt
CC1OC(n2cc(F)c(=O)[nH]c2=O)C(O)C1O (stereo not given)	-10%[60.1 µM]	3%	5%	nt

Gathered by group: the entries above with fluorine (two)
SMILES	Pol kappa inh	APE1 inh	BLM inh	Anesthetic bind
O=c1[nH]c(=O)n(C2CC(O)C(CO)O2)cc1F (stereo not given)	-9%[60.1 µM]	13%	5%	nt
CC1OC(n2cc(F)c(=O)[nH]c2=O)C(O)C1O (stereo not given)	-10%[60.1 µM]	3%	5%	nt

Going on with the list:
SMILES	Pol kappa inh	APE1 inh	BLM inh	Anesthetic bind
CC1(C)CC[C@]2(C(=O)O)CC[C@]3(C)C(=CCC4[C@@]5(C)CC[C@H](O)C(C)(C)C5[C@H](O)C[C@]43C)C2C1 (stereo not given in full)	-12%[19.4 µM]	7%	-5%	nt
CN(C)CC(O)Cn1c2ccc(Br)cc2c2cc(Br)ccc21 (stereo not given)	6%[19.4 µM]	-7%	nt	-10%
C=CC[C@@H]1[C@H](O)CC[C@@]2(C)[C@H]1CC[C@@H]1[C@@H]2CC[C@]2(C)C([C@H](C)CCCC(C)C)CC[C@@H]12 (stereo not given in full)	4%[19.4 µM]	-7%	nt	-1%
CN(C)Cc1nc(-c2cn(C)c3ccccc23)no1	-3%[19.4 µM]	-2%	nt	-7%
CCN1CCC[C@@H](OC(=O)C(c2ccccc2)c2ccccc2)C1	-9%[19.4 µM]	nt	-10%[21.4 µM]	6%[29.3 µM]
CN(C)[C@H]1C(=O)C(C(=O)NCN2CCCC2)=C(O)[C@]2(O)C(=O)C3=C(O)c4c(O)cccc4[C@@](C)(O)[C@H]3C[C@@H]12	4.7µM*	nt	-13%[21.4 µM]	-2%[29.3 µM]
CC[C@H](C)[C@H](N)C1=N[C@H](C(=O)N[C@@H](CC(C)C)C(=O)N[C@@H](CCC(=O)O)C(=O)N[C@@H](C(=O)N[C@H]2CCCCNC(=O)[C@@H](CC(N)=O)NC(=O)[C@@H](CC(=O)O)NC(=O)[C@@H](Cc3cnc[nH]3)NC(=O)[C@@H](Cc3ccccc3)NC(=O)[C@@H]([C@@H](C)CC)NC(=O)[C@@H](CCCN)NC2=O)[C@@H](C)CC)CS1	-3%[12 µM]	nt	3%[21.4 µM]	7%[29.3 µM]
C[C@H](NCCc1ccc(O)cc1)[C@@H](O)c1ccc(O)cc1	-2%[19.4 µM]	nt	2%	6%[29.3 µM]
CC1(C)[C@@H](OC(=O)CCC(=O)O)CC[C@@]2(C)[C@H]1CC[C@@]1(C)[C@H]2C(=O)C=C2[C@H]3C[C@](C)(C(=O)O)CC[C@]3(C)CC[C@@]21C	-3%[19.4 µM]	nt	-11%[21.4 µM]	-7%[29.3 µM]
CN(C)CCCOC1C(C(O)CO)OC2OC(C)(C)O[C@@H]21 (stereo not given in full)	-6%[60.1 µM]	nt	3%	4%
COCC(=O)Nc1c(I)c(C(=O)NC[C@@H](O)CO)c(I)c(C(=O)N(C)C[C@@H](O)CO)c1I	-4%[19.4 µM]	nt	1%[21.4 µM]	-9%[29.3 µM]
CCN(CC)CCC[C@H](C)Nc1c2ccc(Cl)cc2nc2ccc(OC)cc12	?	nt	-11%[21.4 µM]	80%[activator][29.3 µM]
C=C(NC(=O)C(=C)NC(=O)c1csc(C2=N[C@@H]3c4csc(n4)[C@@H]4NC(=O)c5csc(n5)[C@@H]([C@](C)(O)[C@H](C)O)NC(=O)[C@@H]5CSC(=N5)/C(=C/C)NC(=O)[C@@H]([C@H](C)O)NC(=O)c5csc(n5)[C@]3(CC2)NC(=O)[C@@H](C)NC(=O)C(=C)NC(=O)[C@@H](C)NC(=O)[C@@H]([C@@H](C)CC)N[C@H]2C=Cc3c([C@H](C)O)cc(nc3[C@@H]2O)C(=O)O[C@H]4C)n1)C(N)=O	-8%[12 µM]	nt	4%[21.4 µM]	-6%[29.3 µM]
CO/N=C(\C(=O)NC1C(=O)N2C(C(=O)OCOC(=O)C(C)(C)C)=C(/C=C\c3scnc3C)CSC12)c1csc(N)n1 (stereo not given)	?	nt	-7%	-15%
COc1ccc(C[C@@](C)(N)C(=O)O)cc1OC	-1%[12 µM]	nt	-13%[21.4 µM]	13%[29.3 µM]
CCN1C(=O)N[C@@H](c2ccccc2)C1=O	0%[19.4 µM]	nt	-9%[21.4 µM]	0%[29.3 µM]
COc1ccc(CC(N)C(=O)NC2C(CO)OC(n3cnc4c(N(C)C)ncnc43)C2O)cc1 (stereo not given)	4%[19.4 µM]	nt	-10%	-10%
C[C@@]12C(=O)OC(=O)[C@]1(C)[C@H]1CC[C@@H]2O1	-2%[19.4 µM]	nt	2%[21.4 µM]	-5%[29.3 µM]
CC12C=CC(=O)C=C1[C@@H](F)CC1C2C(O)CC2(C)C1CC[C@]2(O)C(=O)CO (stereo not given in full)	5%[19.4 µM]	nt	3%	4%
C[C@H](O)[C@@H]1C(=O)N2C(C(=O)O)=C(SCCN=CN)C[C@@H]12	-3%[12 µM]	nt	4%[21.4 µM]	9%[29.3 µM]
C=Cc1c(C)/c2[n-]/c1=C\c1[n-]c(c(CC)c1C)/C=c1\[n-]c3c(c1C)C(=O)C(C(=O)[O-])C=3c1[n-]c(c(C)c1CCC(=O)[O-])\C=2.[Cu].[Na+].[Na+] (stereo not given)	0.89µM*	nt	11µM*	?
CCCC[C@H](CC)CN1CN(C[C@@H](CC)CCCC)CC(C)(N)C1	-9%[19.4 µM]	nt	4%[21.4 µM]	-21%[29.3 µM]
CCC(C)CCCCC(=O)NC(CCN)C(=O)NC(C(=O)NC(CCN)C(=O)NC1CCNC(=O)C(C(C)O)NC(=O)C(CCN)NC(=O)C(CCN)NC(=O)C(CC(C)C)NC(=O)C(Cc2ccccc2)NC(=O)C(CCN)NC1=O)C(C)O (stereo not given)	-3%[60.1 µM]	nt	7.9µM*	-17%
C[C@@]12CCC(=O)C=C1C=CC1C2CC[C@]2(C)C1CC[C@@]21CCC(=O)O1 (stereo not given in full)	8%[19.4 µM]	nt	-1%	0%
CSCC[C@H](NC(=O)[C@@H]1CCCN1C(=O)CNC(=O)[C@H](CCCCN)NC(=O)[C@H](Cc1cnc[nH]1)NC(=O)[C@H](CO)NC(=O)[C@H](CC(C)C)NC(=O)[C@H](CCCN=C(N)N)NC(=O)[C@@H]1CCCN1C(=O)[C@H](CCCN=C(N)N)NC(=O)[C@@H]1CCC(=O)N1)C(=O)N1CCC[C@H]1C(=O)N[C@@H](Cc1ccccc1)C(=O)O	14%[60.1 µM]	nt	5%	3%
C[C@H]1OC(OC2C(O)[C@@H](O)C(OC3C(O)[C@@H](O)C(O)O[C@@H]3CO)O[C@@H]2CO)[C@H](O)C(O)C1N[C@H]1C=C(CO)[C@@H](O)[C@H](O)C1O (stereo not given in full)	7%[60.1 µM]	nt	-3%	4%
CS(=O)(=O)NC(=O)CCC/C=C\C[C@H]1C(=O)C[C@@H](O)[C@@H]1/C=C/[C@@H](O)COc1ccccc1	-5%[60.1 µM]	nt	-1%	14%
CC(=O)[C@H]1CC[C@H]2[C@@H]3C=CC4=CC(=O)CC[C@@]4(C)[C@H]3CC[C@]12C	-3%[19.4 µM]	nt	2%[21.4 µM]	-8%[29.3 µM]
Cn1nnnc1SCC1=C(C(=O)O)N2C(=O)[C@@H](NC(=O)[C@@H](O)c3ccccc3)[C@@H]2SC1	-16%[12 µM]	nt	6%[21.4 µM]	2%[29.3 µM]
CNC1C(OC2C(O[C@@H]3C(O)C(O)[C@@H](N=C(N)N)C(O)C3N=C(N)N)OC(C)[C@@]2(O)CO)OC(CO)C(O)C1O (stereo not given in full)	5%[60.1 µM]	nt	0%	-8%

Grouped by structure, the entries above with bromine
SMILES	Pol kappa inh	APE1 inh	BLM inh	Anesthetic bind
Cc1cccc(-c2cc(=O)c3cc(Br)ccc3o2)c1	-12%[19.4 µM]	-3%	1%	nt
CN(C)CC(O)Cn1c2ccc(Br)cc2c2cc(Br)ccc21 (stereo not given)	6%[19.4 µM]	-7%	nt	-10%
